# High-throughput results: PubChem, several laboratories
# TRPC6 inh = mouse TRPC6 channel inhibitors, primary screen, cell-based, HEK293, membrane potential dye | AID 2553, 2010 | ACh-evoked depolarization; hits give low values | 1.1% of 310,000 active | B-score at 10 µM | Short transient receptor potential channel 6 (Mus musculus), Q61143;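 active means B-score under library mean minus 3 SD, initial fluorescence not abnormally high, positive integrated signal ratio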;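 further: B-score derived from integrated fluorescence ratio over the kinetic read; more negative B-score means stronger inhibition of depolarization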
# HIF act = HIF pathway transcriptional activators, primary screen, cell-based, U2OS HRE-luciferase, luminescence; U2OS HRE-luciferase reporter; normalized: DMSO 0%, desferrioxamine 100%; activation, % at 7.5 µM (by protocol); 0.32% of 300,000 active; AID 1910, 2009;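 active means mean activation of at least 10% of the iron chelator positive control signal, with at least half of replicates also reaching 10%; inconclusive means mean and replicate majority disagree about reaching 10%; inactive means mean and most replicates under 10%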
# MrgX1 antagonist = antagonists of human MrgX1 receptor, primary screen, HEK293 cells, Fluo-4 calcium flux; 1.3% of 310,000 active; BAM8-22 antagonism; hits give low values; AID 588676, 2011; B-score at 10 µM;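 active means calcium-response B-score plate-corrected more than 3 library SD below zero, starting fluorescence within 5 deviations, no agonist response on first addition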;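 further: peak minus trough fluorescence over baseline after final BAM8-22 challenge near maximal dose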
# Target sequence (Q96LB2 whole entry, looked up): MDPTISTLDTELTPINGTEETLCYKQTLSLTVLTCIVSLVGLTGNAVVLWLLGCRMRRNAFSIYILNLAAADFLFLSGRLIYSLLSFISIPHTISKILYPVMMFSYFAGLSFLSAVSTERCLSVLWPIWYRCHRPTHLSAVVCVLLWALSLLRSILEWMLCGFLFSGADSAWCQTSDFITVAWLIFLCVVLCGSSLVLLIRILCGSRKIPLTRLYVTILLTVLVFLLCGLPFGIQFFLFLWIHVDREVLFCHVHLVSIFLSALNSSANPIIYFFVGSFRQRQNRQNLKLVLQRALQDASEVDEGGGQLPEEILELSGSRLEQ
# RGS4 pot = RGS4 potentiators or activators, primary screen, cell-based, HEK293 M3R inducible RGS4, calcium flux; 0.92% of 310,000 active; B-score at 10 µM; carbachol calcium flux Fluo4; hits give low values;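 active means B-score of the integrated calcium signal more than 4 SD below the library mean, with starting fluorescence not abnormally high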;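 further: negative B-score means reduced calcium response which marks RGS4 activation or potentiation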
#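 Assay system: Inducible-RGS4 HEK293 cells carrying M3 receptor | Schedule: Compound preincubation 20 min at room temperature before agonist | Signal: Kinetic calcium fluorescence imaging with Fluo4-AM dye, 2 µM | Read-out basis: B score from integrated fluorescence ratio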
# RGS4 block = RGS4 inhibitors, primary screen, cell-based, HEK293 M3R inducible RGS4, calcium flux | 0.45% of 310,000 active | Regulator of G-protein signaling 4 (Homo sapiens), P49798 | B-score at 10 µM | AID 463165, 2010 | Fluo-4 calcium flux; hits give high values; triggered by carbachol at its EC20;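 active means B-score, a plate-corrected calcium signal, over three deviations above library mean, with baseline fluorescence within five deviations of library mean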;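 further: RGS4 expression induced by doxycycline in cells with stable M3 receptor; B-score is computed from the integrated fluorescence ratio over baseline after carbachol; higher B-score means a larger calcium signal and so more RGS4 inhibition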
# Target sequence (P49798 whole entry, looked up): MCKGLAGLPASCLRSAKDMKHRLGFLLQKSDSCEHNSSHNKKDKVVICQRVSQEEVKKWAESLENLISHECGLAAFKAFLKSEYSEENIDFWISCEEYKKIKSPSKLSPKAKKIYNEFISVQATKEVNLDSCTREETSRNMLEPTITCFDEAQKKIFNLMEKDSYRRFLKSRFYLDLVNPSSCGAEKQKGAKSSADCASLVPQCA
# MrgX1 agonist = agonists of human MrgX1 receptor, primary screen, HEK293 cells, Fluo-4 calcium flux; Mas-related G-protein coupled receptor member X1 (Homo sapiens), Q96LB2; Fluo-4 calcium fluorescence, agonist mode; hits give high values; B-score at 10 µM; 0.44% of 310,000 active; AID 588627, 2011;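 active means calcium response B-score plate-corrected fluorescence ratio at least 3 library SD, with starting fluorescence B-score inside 5 SD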
#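 Material: HEK293 cells stably expressing human MrgX1 receptor | Quantity: 15,000 cells per well | Times: Cells plated overnight, dye loaded 0.5 h 37 °C, 0.5 h room temperature | Measured by: Kinetic Fluo-4 NW fluorescence of intracellular calcium | Control set: Positive and negative controls per plate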
# TRPC6 act = mouse TRPC6 channel activators, primary screen, cell-based, HEK293, membrane potential dye | Short transient receptor potential channel 6 (Mus musculus), Q61143 | HEK293-TRPC6 membrane potential dye fluorescence; hits give high values | 0.13% of 310,000 active | B-score at 10 µM;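 active means B-score of the integrated fluorescence ratio above library mean plus 3 SD, and starting fluorescence ratio within library mean plus 5 SD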;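 further: higher score means more depolarization so channel activation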
# TRPC4 block = inhibitors of mouse TRPC4 channel, primary screen, Fluo4 calcium, HEK293 TRPC4beta/mu-opioid cells; Short transient receptor potential channel 4 (Mus musculus), Q9QUQ5; DAMGO-evoked Fluo4 calcium flux; hits give low values; B-score at 10 µM; 0.39% of 300,000 active;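 active means B-score over 3 SD under the library average, no early fluorescence shift, positive overall ratio signal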
#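 material = TRPC4beta/mu-opioid receptor HEK293 cell line | probe or stimulus = sequential submaximal and maximal DAMGO stimulation | compound dosing = one concentration per compound | measured by = Fluo4 Ca2+ flux fluorescence | evaluation = integrated fluorescence ratio relative to baseline, converted to per-well B score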
# MrgX1 allo act = positive allosteric modulators of MrgX1, primary screen, HEK293 cells, Fluo-4 calcium flux; Mas-related G-protein coupled receptor member X1 (Homo sapiens), Q96LB2; FDSS; hits give high values; B-score at 10 µM; 0.63% of 310,000 active; AID 588675, 2011;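 active means plate-corrected calcium response at least 3 library SD above typical, normal starting fluorescence, not activating the receptor alone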;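 further: compound read alongside a low EC10 to EC30 dose of BAM8-22 agonist; peak minus trough fluorescence over baseline measured at the second addition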
# SKKanGAS inh = S. pyogenes SKKanGAS growth inhibitors in kanamycin, primary screen, streptokinase expression inhibitor project, SKKanGAS strain, BacTiter-Glo luminescence. inhibition, % at 7.5 µM. 6 h. 1.3% of 300,000 active;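 active means mean replicate score, as percent of positive control median, at least 50; inconclusive means mean below 50 but one replicate at or above 50; inactive means mean and every replicate below 50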;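 further: strain carries kanamycin resistance gene driven by streptokinase promoter and grows in 40 µg/ml kanamycin; loss of luminescence reflects streptokinase promoter inhibition or plain growth inhibition; 0% = median of DMSO wells and 100% = positive control at its reference dose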
# Platelet DG rel = inhibitors of platelet dense granule secretion, primary screen, cell-based, MLPCN, human platelets. 0.22% of 300,000 active. AID 1663, 2009. human platelet-rich plasma, SFLLRN dense granule ATP release, luminescence. inhibition, %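 (compounds screened at 7.5 µM in platelet-rich plasma)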;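 active means mean replicate score, as percent of positive control, at or above 50; inconclusive means mean below 50 but at least one replicate at or above 50; inactive means mean and every replicate below 50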
# * marks the source's active call; other numbers are inactive results; i = inactive; ? = inconclusive; . = no result given.
SMILES,TRPC6 inh,HIF act,MrgX1 antagonist,RGS4 pot,RGS4 block,MrgX1 agonist,TRPC6 act,TRPC4 block,MrgX1 allo act,SKKanGAS inh,Platelet DG rel
Cc1cc(CNC(=O)c2ccc3c(c2)OCO3)c2ccccc2n1,i,2.4,i,i,i,i,i,i,i,0,3
CN1c2ccccc2C2(C)CCCC3=Cc4cccc([N+](=O)[O-])c4OC312 (centres undefined),i,-0.1,i,i,i,i,i,i,i,12,31
O=C(CCC1CCCCC1)NCc1cccnc1,i,-0.7,i,i,i,i,i,i,i,-8,2
COC(=O)[C@H](Cc1ccccc1)NC(=O)N1Cc2ccccc2C[C@H]1C(=O)OC,i,1.2,i,i,i,i,i,i,i,6,-3
CCOC(=O)[C@@H]1[C@H]2COc3cc(OC)ccc3[C@@H]2N2C(=O)N(c3cccc(Cl)c3)C(=O)[C@]12C,i,1.4,i,i,i,i,i,i,i,3,2
O=C(Nc1nnc(COc2ccccc2)s1)c1ccco1,i,-0.2,i,i,i,i,i,i,i,4,10
O=C(Nc1ccnn1C1CCN(C2CCCC2)CC1)c1ccccc1,i,0.2,i,i,i,i,i,i,i,-14,17
COC(=O)c1ccc(C)c(NC(=O)CCSc2ccc(C)cc2)c1,i,1.0,i,i,i,i,i,i,i,-9,15
Clc1ccc2c(c1)C(c1cccs1)=NNC(c1cccnc1)=N2,i,0.1,i,i,i,i,i,i,i,-10,-4
COc1ccc(NC(=O)c2ccc(-c3nn(C)c(=O)c4ccccc34)cc2)cc1,i,-0.7,i,i,i,i,i,i,i,-3,1
COc1ccc(C2CC2/C(C)=N/OC(=O)c2cccs2)cc1 (centres undefined),i,0.1,i,i,i,i,i,i,i,-7,-12
O=c1c(O[C@@H]2O[C@H](CO)[C@@H](O)[C@H](O)[C@H]2O)c(-c2ccc(O)c(O)c2)oc2cc(O)cc(O)c12,i,-0.3,.,i,i,.,i,i,.,-6,-1
Cc1cccc(/C=C/C(=O)c2ccc([N+](=O)[O-])o2)c1,i,1.9,i,i,7*,i,i,i,i,56*,0
O=C(CCc1ccccc1)Nc1nnc(-c2ccccn2)o1,i,-0.1,i,i,i,i,i,i,i,10,10
O=C(COC(=O)C1CCN(S(=O)(=O)c2cccs2)CC1)NCc1ccccc1,i,0.0,i,i,i,i,i,i,i,2,-3
Cc1cccc(NS(=O)(=O)c2ccc(C(=O)NCC3(N4CCCCC4)CCCCC3)cc2)c1C,i,-0.6,i,i,i,i,i,i,i,0,1
Clc1ccc(-c2nnc(-c3ccccc3Cl)o2)cc1,i,0.0,i,i,i,i,i,i,i,-15,-12
Cc1nc2c(=O)[nH]c(=S)n(C)c2nc1C,i,-1.1,i,i,i,i,i,i,i,-13,19
C=CCn1c(C(C)NC(=O)CC)nc2ccccc21 (centres undefined),i,-0.5,i,i,i,i,i,i,i,-3,11
COc1cnc(-c2ccccn2)nc1Sc1ccc(Cl)cc1,i,0.4,i,i,i,i,i,i,i,?,2
Cc1ccc2c(c1)c1nc3ccccc3nc1n2C,i,1.6,i,i,i,i,i,i,i,19,9
O=C(Nc1cnn(Cc2ccc(Cl)cc2)c1)c1cnccn1,i,-0.1,i,i,i,i,i,i,i,2,6
O=C(c1ccccc1Cl)N1CCN(S(=O)(=O)N2CCCCC2)CC1,i,-0.1,i,i,i,i,i,i,i,-1,-5
Cc1ccccc1-c1nc(CS(=O)(=O)CC(=O)N2CCOCC2)c(C)o1,i,-0.4,i,i,i,i,i,i,i,-7,-2
CC(=O)NCCc1nc2ccccc2n1CCOc1cccc(C)c1,i,0.3,i,i,i,i,i,i,i,-1,6
CC(=O)N1CCc2cc(N=NC3=C(O)CCCC3=O)ccc21,i,-0.5,i,i,i,i,i,i,i,-7,-2
Cc1nnc(SCc2cc(=O)n3[nH]cnc3n2)s1,i,-0.6,i,i,i,i,i,i,i,3,1
CCCCC(CC)C(=O)Nc1cc(C(=O)NCc2ccc(C)cc2)ccc1N1CCC2(CC1)CC(c1ccccc1)=NO2 (centres undefined),i,-1.1,i,i,i,i,i,i,i,13,-2
Cc1ccc(NC(=O)NNC(=O)c2sccc2-n2cccc2)cc1,i,0.3,i,i,i,i,i,i,i,15,11
O=C(COC(=O)C12CC3CC(CC(O)(C3)C1)C2)NC12CC3CC(CC(C3)C1)C2,i,0.1,i,i,i,i,i,i,i,-5,-1
FC(F)Oc1ccc(NC(=S)NCc2nc3ccccc3[nH]2)cc1,i,1.5,i,i,i,i,i,i,i,-3,-4
COc1ccc(CNC(=O)c2cc3cccc(OC)c3oc2=N)cc1,i,-0.5,i,i,i,i,i,i,i,6,14
CC(C)[C@H](NC(=O)c1ccc(Cl)c([N+](=O)[O-])c1)C(=O)NCc1ccc(Cl)cc1Cl,i,-0.3,i,i,i,i,i,i,i,1,-15
COC(=O)c1sc2nc(SCc3ccccc3C)n(N)c(=O)c2c1C,i,-0.1,i,i,i,i,i,i,i,-12,-15
CC(=O)Nc1ccc(S(=O)(=O)Nc2ccc(-c3ccc4nnc(C)n4n3)cc2)cc1,i,0.1,i,i,i,i,i,i,i,2,2
N#Cc1c(N)c(C(=O)c2ccc(Cl)cc2)n2c1CCC2,i,-0.1,i,i,i,i,i,i,i,0,-4
CCC1CCCCN1CCCNC(=O)Cn1nc(-c2ccccc2)ccc1=O (centres undefined),i,-0.3,i,i,i,i,i,i,i,-2,-5
CCc1ccc2c(c1)C1(NN=C(c3ccc(C)cc3)S1)C(=O)N2 (centres undefined),i,1.0,i,i,i,i,i,i,i,80*,1
O=C(/C=C/c1cccc([N+](=O)[O-])c1)Nc1ccccc1N1CCOCC1,i,-0.3,i,i,i,i,i,i,i,-1,15
Cc1ccc(CN2C(=NC(=O)CCC(=O)O)SC3CS(=O)(=O)CC32)cc1 (centres undefined),i,-0.1,i,i,i,i,i,i,i,-5,0
CCC(Oc1ccccc1)C(=O)O/N=C(\N)c1ccc(OC)c(OC)c1 (centres undefined),i,0.0,i,i,i,i,i,i,i,-31,-4
COc1ccc(N2CCN(c3ccc(NC(=O)/C=C\C(=O)O)cc3)CC2)cc1,i,0.6,i,i,i,i,i,i,i,5,-5
COc1ccc(NC(=O)NCc2cccnc2)cc1OC,i,-0.2,i,i,i,i,i,i,i,.,-20
O=S(=O)(NC1CC1)c1ccc(S(=O)(=O)N2CCN3CCCC3C2)cc1 (centres undefined),i,-0.1,i,i,i,i,i,i,i,0,8
Cn1cnnc1SCc1ccc(C(=O)n2ncc(C#N)c2N)cc1,i,-1.1,i,i,i,i,i,i,i,-2,2
Cn1c(CNC(=O)c2ccco2)nnc1SCC(=O)N1c2ccccc2Sc2ccccc21,i,.,i,i,i,i,i,i,i,.,.
COCCn1c(SCC(=O)NCc2ccc3c(c2)OCO3)nc2ccccc2c1=O,i,0.4,i,i,i,i,i,i,i,-8,28
Cc1c(Br)c(C(F)(F)F)nn1CC(=O)NCCCn1ccnc1,i,-0.2,i,i,i,i,i,i,i,-3,15
OCCN1CN=C(Nc2nc3ccccc3s2)NC1,i,0.2,i,i,i,i,i,i,i,0,-1
CCCCN(C(=O)c1cc(S(=O)(=O)N2CCOCC2)ccc1Cl)c1c(N)n(CC(C)C)c(=O)[nH]c1=O,i,0.9,i,i,i,i,i,i,i,-1,.
O=C(COC(=O)c1ccco1)NCCNC(=O)COC(=O)c1ccco1,i,0.0,i,i,i,i,i,i,i,6,-5
COc1ccccc1CNC(=O)c1ccc(CS(=O)(=O)c2ccccc2)o1,i,-0.4,i,i,i,i,i,i,i,0,2
CSCC[C@H](NC(=O)[C@@H]1Cc2ccccc2CN1)C(=O)Nc1cccc(C)c1,i,1.8,i,i,i,i,i,i,i,3,2
Cc1ccc(CSc2nc3c(cc2C#N)CCC3)cc1,i,0.8,i,i,i,i,i,i,i,3,15
Nc1n[nH]c(-c2ccc([N+](=O)[O-])cc2[N+](=O)[O-])n1,i,-0.7,i,i,i,i,i,i,i,12,-1
CC1CCCC(NC(=O)CN2C(=O)COc3ccccc32)C1C (centres undefined),i,1.1,i,i,i,i,i,i,i,2,-9

# Complete entries as entered above:
# Entry for `Cc1nc2c(=O)[nH]c(=S)n(C)c2nc1C` = TRPC6 inh: i; HIF act: -1.1; MrgX1 antagonist: i; RGS4 pot: i; RGS4 block: i; MrgX1 agonist: i; TRPC6 act: i; TRPC4 block: i; MrgX1 allo act: i; SKKanGAS inh: -13; Platelet DG rel: 19
# Entry for `COC(=O)c1ccc(C)c(NC(=O)CCSc2ccc(C)cc2)c1` = TRPC6 inh: i; HIF act: 1.0; MrgX1 antagonist: i; RGS4 pot: i; RGS4 block: i; MrgX1 agonist: i; TRPC6 act: i; TRPC4 block: i; MrgX1 allo act: i; SKKanGAS inh: -9; Platelet DG rel: 15

# Records above marked active in RGS4 block.
molecule,MrgX1 antagonist,RGS4 block,MrgX1 agonist,TRPC6 act,TRPC4 block,Platelet DG rel
Cc1cccc(/C=C/C(=O)c2ccc([N+](=O)[O-])o2)c1,i,7*,i,i,i,0
